Bioassay records deposited in PubChem BioAssay by The Scripps Research Institute Molecular Screening Center.
MITF primary: human MITF inhibition, primary screen; O75030; AlphaScreen MITF homodimerization, bead proximity signal; inhibition, % at 2.6 µM; 650,000 tested, 0.91% active; AID 1259374; in the data active = inhibition above about 50%;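 note: 0% = vehicle wells with protein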
Target sequence (O75030 whole entry, looked up): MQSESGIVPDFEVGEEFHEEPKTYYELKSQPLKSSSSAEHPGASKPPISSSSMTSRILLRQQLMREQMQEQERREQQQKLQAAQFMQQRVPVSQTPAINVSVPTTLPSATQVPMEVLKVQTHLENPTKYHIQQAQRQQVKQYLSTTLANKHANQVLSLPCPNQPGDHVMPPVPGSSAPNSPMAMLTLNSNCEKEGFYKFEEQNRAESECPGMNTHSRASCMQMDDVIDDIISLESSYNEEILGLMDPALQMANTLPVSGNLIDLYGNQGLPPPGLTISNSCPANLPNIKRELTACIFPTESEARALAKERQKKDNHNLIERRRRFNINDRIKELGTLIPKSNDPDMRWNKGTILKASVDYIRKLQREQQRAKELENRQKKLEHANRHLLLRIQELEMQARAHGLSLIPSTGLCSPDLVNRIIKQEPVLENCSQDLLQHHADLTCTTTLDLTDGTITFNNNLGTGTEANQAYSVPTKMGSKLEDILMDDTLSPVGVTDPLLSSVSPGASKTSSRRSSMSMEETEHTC
TEAD-YAP block: TEAD-YAP interaction inhibition; HEK-TIYL cells, TEAD-Gal4/YAP UAS-luciferase luminescence; inhibition, % at 9.12 µM; 640,000 tested, 1.4% active; in the data active = inhibition above about 32%;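 note: 0% = median of test compound wells and 100% = reference inhibitor wells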
FBW7 act: activators of human E3 ligase FBW7 | AlphaScreen FBW7–phospho-cyclin E peptide binding, activator screen | Q969H0 | 650,000 tested, 0.13% active | normalized activity (activation), % at 26.1 µM; in the data active = normalized activity above about 1.9%;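 note: purified mutant Fbw7 with reduced substrate affinity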
GPR151 activ: activates the human receptor GPR151 | Q8TDV0 | PathHunter beta-arrestin GPR151 cells, luminescence | AID 1508602 | 650,000 tested, 1% active | activation, % at 11.2 µM; in the data active = activation above about 4.9%;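 note: 0% = median of compound wells and 100% = cells with positive control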
* marks the source's active call; other numbers are inactive results; & = joins results of further samples.

SMILES	MITF primary	TEAD-YAP block	FBW7 act	GPR151 activ
O=C(Nc1ccccc1C(F)(F)F)c1c(O)c2cccc3c2n(c1=O)CCC3	14	4	0.1	-1.8
O=[N+]([O-])c1cc(Cl)cc(/C=N/N/C(=N/c2ccccn2)c2ccccn2)c1O	33	-49	-0.9	-2.3
CCOC(=O)c1ccc(NC(=O)CN(c2ccccc2OC)S(C)(=O)=O)cc1	7	6	0.1	4.6
CCOC(=O)C1C(c2cccc(Cl)c2Cl)NC(=O)N(C)C1(O)C(F)(F)F (stereo unspecified)	9	8	0.1	0.3
CCC(C)(C)Nc1c(-c2ccc(OC)c(CN3CCOCC3)c2)nc2cnccn12	14	4	-0.1	-1.1
CCOC(=O)C1CCN(c2c(NCc3ccc(C(=O)O)cc3)c(=O)c2=O)CC1	7	6	-0.1	-0.2
CCCCNC(=O)NS(=O)(=O)c1ccc(Nc2ccc([N+](=O)[O-])c3nonc23)cc1	0	9	-0.1	0.1
COc1ccccc1Nc1nnc(SCCCC#N)s1	0	-17	0.3	-1.9
COc1ccc(CNC(=O)C(=O)NC2CC(C)(C)NC(C)(C)C2)cc1	-41	6	-0.2	-1.6
O=C(N[C@H]1C[C@H]2C(=O)N3CCC[C@H]3C(=O)N2C1)c1ccccc1	16	16	0.9	-1.3
CCc1ccc(OCC(=O)Oc2ccc([N+](=O)[O-])cc2)cc1	7	3	0.0	-0.6
COC(=O)C1C(=O)NC(SCC(N)=O)=C(C#N)C1c1ccccc1OC (stereo unspecified)	4	-3	0.6	0.4
COC(=O)c1c(OCc2ccncc2)cc(=O)n2c1CCN(Cc1cc(C)ccc1C)CC2	3	-12	-0.1	-0.2
O=S(=O)(c1ccc2c(c1)OCCO2)N1CCC(n2cnc3ccccc32)CC1	2	1	0.2	-0.2
COc1cccc(NC(=O)C2CCCN2S(=O)(=O)c2ccc(C)cc2)c1 (stereo unspecified)	-7	9	0.0	-0.5
COc1ccc(C2C(C(=O)/C=C/c3ccccc3)=C(O)C(=O)N2CCO)cc1 (stereo unspecified)	-18	-8	-0.1	0.0
CCN=C(NS(=O)(=O)c1ccccc1)c1ccc(Cl)cc1	4&9	-3&5	-0.1&0.2	0.6&0.6
C=CCN1C(=O)/C(=C2/C(=O)N(CC(=O)Nc3cccc(C)c3)c3ccccc32)SC1=S	-10	3	0.1	-1.2
COc1ccc(Cl)cc1NC(=O)c1cn(C)c(=O)c2ccccc12	13	14	0.0	0.5
CC1CN(CCC(=O)N2CCCC(C(=O)N3CCOCC3)C2)Cc2cc(Cl)ccc2O1 (stereo unspecified)	0	-5	-0.3	2.5
N=c1sccn1CC(=O)Nc1cc(S(=O)(=O)N2CCOCC2)ccc1Cl	14	-16	0.3	-0.3
CCOC(=O)c1cn[nH]c1S(=O)(=O)N1CCN(c2cccc(OC)c2)CC1	9	-1	-0.2	1.1
Cc1ccc(Cn2c(CO)cnc2SCC(=O)Nc2cccc3ccccc23)cc1	15	2	-0.2	0.4
CCOC(=O)c1c(C)n(CC)c2cc(Br)c(OC)cc12	12	1	0.2	0.0
CCC(=O)NC(c1nnc2n1CCN(Cc1ccc3cccnc3c1)CC2)C(C)C (stereo unspecified)	6	4	-0.2	0.1
SMILES	MITF primary	TEAD-YAP block	FBW7 act	GPR151 activ
O=C(NCCCN1CCOCC1)c1cc(S(=O)(=O)NCCc2ccccc2)ccc1F	-2	3	-0.1	-0.1
O=C(COC(=O)c1cc2ccccc2cc1O)Nc1ccc(Br)cc1F	9	9	0.0	0.9
Cc1sc(N/N=C/c2ccco2)nc1-c1ccccc1	-7	-34	0.5	-1.2
COc1ccc(OC)c(/C=N/NC(=O)c2nc(N)n[nH]2)c1	-2	5	-0.4	2.6
COC(=O)c1ccccc1S(=O)(=O)Nc1ccccc1OC	6	13	0.1	0.6
CCOC(=O)c1cnc2ccc(F)cc2c1NCCCN1CCOCC1	19	2	0.4	-0.8
C=CCNC(=O)C1CCN(c2nc3ccccc3n2CC)CC1	-1	10	0.1	-0.1
CCOc1ccccc1Nc1nc(C)cc(C)n1	0	-8	0.0	-0.6
Cc1ccc2oc(-c3ccc(C)c(NC(=O)c4ccc(C)c([N+](=O)[O-])c4)c3)nc2c1	-9	5	-0.1	0.7
N=C1/C(=C/c2ccc([N+](=O)[O-])o2)C(=O)N=C2SC(c3ccco3)=NN12	91*	7	-0.3	0.1
CCOC(=O)c1sc(NC(=O)c2cccc(OC)c2)nc1-c1ccccc1	0	8	0.0	0.4
CCCCn1c(CNC(=O)c2cc(OC)cc(OC)c2)nnc1SCC(=O)Nc1sc(C(=O)OCC)c(C)c1C(=O)OCC	-7	-11	0.0	-0.7
O=C1CC(c2ccccc2)CC2=C1C(c1ccc(Cl)c(Cl)c1)Nc1ccccc1N2 (stereo unspecified)	2	4	-0.1	2.8
Cc1ccc2oc(=O)c3cnn(CC(=O)NC4CCCCC4)c3c2c1	7	8	-0.1	-0.4
COc1ccc(-c2cc(C(=O)N/N=C/c3cc(Br)ccc3O)[nH]n2)cc1	11	7	-0.1	0.8
COc1ccc(S(=O)(=O)NCCc2c(C)[nH]c3ccc(F)cc23)cc1OC	-1	-7	-0.1	-0.5
COc1ccc2nc(NC(=O)CCN3C(=S)NC(C)(C)CC3C)sc2c1 (stereo unspecified)	-3	-1	0.1	-0.6
COc1ccc(OC)c(N2C(=O)C=CC2=O)c1	12	7	0.9	-1.8
CSc1ccc(CN2CCN(CCC(C)C)C(CCO)C2)cc1 (stereo unspecified)	-3	-2	0.0	1.3
CCOC(=O)NC(=O)CN(CC)Cn1nc2c(Cl)cc(Cl)cn2c1=S	3	0	0.0	2.7
CN1CCN(c2ccc(/C=c3\sc4nc5ccccc5n4c3=O)cc2[N+](=O)[O-])CC1	-4	5	0.1	0.4
COc1ccccc1CC(=O)Nc1cccc2ccccc12	4	-1	0.0	1.4
O=S(=O)(c1cccs1)N(Cc1ccco1)C1CCN(CCc2cccs2)CC1	17	3	0.0	7.5*
c1cc(CNc2ccc(N3CCOCC3)cc2)ccn1	1	17	-0.4	-0.8
Nc1cc(=O)nc(SCC(=O)Nc2ccccc2Cl)n1CCc1ccccc1	4	12	0.1	-0.5
SMILES	MITF primary	TEAD-YAP block	FBW7 act	GPR151 activ
COc1ccccc1-c1nnc(SCC2CCCO2)n1C (stereo unspecified)	18	9	0.4	1.2
Cc1cccc(-n2ccnc2SCC(=O)N2CCc3ccccc32)c1	10	6	0.0	2.1
Cc1ccc(NS(=O)(=O)c2ccc(OCC(=O)Nc3ccccc3F)cc2)cc1	-4	-2	0.1	-0.9
CCOc1ccc2nc(SCC(=O)Nc3cc(Cl)ccc3OC)sc2c1	18	7	0.6	0.7
CC1(C)C(c2ccccc2)=NC(c2ccc(Br)cc2)=[N+]1[O-]	7	2	-0.1	0.8
O=C(NCc1nc2ccccc2[nH]1)c1ccc2nc(Nc3ccccn3)sc2c1	9	-4	-0.3	-0.2
O=C(Nc1cc(OCC(F)(F)F)cc([N+](=O)[O-])c1)c1cc2ccccc2oc1=O	-14	-4	-0.1	0.1
NC(=O)c1noc(C(=O)N(CC(=O)NC2CCCC2)Cc2ccccc2Cl)c1N	-6	-2	0.0	-0.9
Cc1noc(C)c1CCC(=O)N1CCN(Cc2ccsc2)CC1	-4	0	0.0	3.9
COc1ccc([N+](=O)[O-])cc1NC(=O)Cc1noc2ccccc12	32	-2	-0.1	-1.1
CCOc1ccccc1C1C(C(N)=O)=C(C)Nc2nc(-c3ccccc3Cl)nn21 (stereo unspecified)	-4	-1	0.1	-0.7
O=C(/C=C/c1ccccc1)NC(=S)Nc1ccc(S(=O)(=O)Nc2cscn2)cc1	11	0	-0.1	0.6
CCOC(=O)c1nn(CCO)c2c1CN(Cc1c(F)cccc1F)CC2	-378	4	-0.3	-0.5
CCn1cc(C(=O)NCc2ccc(OC)cc2)c2c3ccccc3n(C)c2c1=O	-8	-3	-0.1	-0.7
COc1ccc(C(=O)Nc2ccc(-c3ccc(NC(=O)c4ccc(OC)cc4)c(OC)c3)cc2OC)cc1	6	12	0.0	0.6
O=C(CSc1nnc(-c2cccc(Br)c2)o1)c1ccc([N+](=O)[O-])cc1	4	5	-0.1	-0.8
Cc1ccnc(NC(=O)Nc2ccc(F)cc2)c1	2	-53	0.2	-2.6
CCOC(=O)c1c(NC(=S)NC(=O)c2ccccc2)sc2c1CC(C(C)C)OC2 (stereo unspecified)	11	6	0.0	-1.3
COc1ccc(N2C3=C(C(=O)CC(C)(C)C3)C(c3cccc(F)c3)C3=C2CC(C)(C)CC3=O)cc1	-4	2	0.1	0.0
Cn1cc(/C=C2\SC(=Nc3ccccc3)NC2=O)c2ccccc21	9	21	-0.2	0.9
Cc1ccc(/C=C2\SC(=S)N(Cc3ccc4c(c3)OCO4)C2=O)o1	-8	-8	-0.3	1.3
COc1ccc(/C=C2\N=C(c3cccc(I)c3)OC2=O)c(OC)c1	-2	-6	0.0	0.4
O=C1NCCCCC1NC1CC(=O)N(c2ccccc2)C1=O (stereo unspecified)	7	2	0.0	-0.2
Cc1ccc(NC(=O)C2C3C=CC4(O3)C2C(=O)N(CCCOC(C)C)C4C(=O)NC2CCCC(C)C2C)cc1Cl (stereo unspecified)	4	6	0.1	1.1
N[C@H]1CC[C@@H](C(=O)Nc2ccc3[nH]ncc3c2)C1	23	15	0.2	0.5
COc1ccc(CNC(=O)c2ccccc2F)cc1	3	-8	0.0	-0.3
CN1CCNC(=O)C1CC(=O)NCCc1cnn(-c2ccccc2)c1 (stereo unspecified)	-19	-7	0.2	-0.9

Some of the entries so far, as comma-separated lines.
structure,MITF primary,TEAD-YAP block,FBW7 act,GPR151 activ
CCOC(=O)c1c(NC(=S)NC(=O)c2ccccc2)sc2c1CC(C(C)C)OC2 (stereo unspecified),11,6,0.0,-1.3
COc1ccc(N2C3=C(C(=O)CC(C)(C)C3)C(c3cccc(F)c3)C3=C2CC(C)(C)CC3=O)cc1,-4,2,0.1,0.0
Cn1cc(/C=C2\SC(=Nc3ccccc3)NC2=O)c2ccccc21,9,21,-0.2,0.9

Some of the entries so far, as labelled records.
CCOC(=O)c1nn(CCO)c2c1CN(Cc1c(F)cccc1F)CC2
- MITF primary = -378
- TEAD-YAP block = 4
- FBW7 act = -0.3
- GPR151 activ = -0.5
O=C1NCCCCC1NC1CC(=O)N(c2ccccc2)C1=O (stereo unspecified)
- MITF primary = 7
- TEAD-YAP block = 2
- FBW7 act = 0.0
- GPR151 activ = -0.2
COc1ccc(N2C3=C(C(=O)CC(C)(C)C3)C(c3cccc(F)c3)C3=C2CC(C)(C)CC3=O)cc1
- MITF primary = -4
- TEAD-YAP block = 2
- FBW7 act = 0.1
- GPR151 activ = 0.0
COc1ccc(/C=C2\N=C(c3cccc(I)c3)OC2=O)c(OC)c1
- MITF primary = -2
- TEAD-YAP block = -6
- FBW7 act = 0.0
- GPR151 activ = 0.4
